# Pol kappa inh: qHTS for Inhibitors of Polymerase Kappa; purified Pol kappa, fluorescent DNA synthesis assay, 10 min; actives 0.53% (n = 400,000); AID 588579, 2011; Potency, µM (doses to about 107 µM), for the others: top-dose activity, negative = inhibition, hits mostly inhibitors; further: potency means the concentration at half of the fitted maximal effect; on the % scale 0 is the no-effect control and ±100 the full control effect
#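 Here, compound and 10 nM enzyme are combined for 15 min at room temperature; adding 50 nM substrate (final) starts DNA synthesis, tracked by fluorescence at 0 and 10 min against buffer-only wells.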
# LDHA block: qHTS assay for inhibitors of human lactate dehydrogenase | L-lactate dehydrogenase A chain (Homo sapiens), P00338 | purified LDHA, NADH/diaphorase-resazurin fluorescence; active compounds read low | activity change, % (values are at about 110 or 230 µM) | actives 0.15% (n = 480,000) | AID 1347041, 2019; in the data active means activity change below about -30%; inconclusive means mostly about -25% to -30%;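 further: plate controls were DMSO wells for no effect and wells without enzyme for full effect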
#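 Enzyme activity of human lactate dehydrogenase 5 (2 nM; 0.06 mM NADH, 0.2 mM pyruvate, 5 min, RT) is measured via a resazurin/diaphorase fluorescence readout of residual NADH.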
# Anesthetic bind: qHTS Assay for Identification of Novel General Anesthetics. Ferritin light chain (Equus caballus), P02791. apoferritin/1-aminoanthracene competitive binding, fluorescence. Potency, µM (series often up to 77.5 µM), without a hit: at the top dose activity change, negative = displacement, usual class: inhibitors. actives 0.074% (n = 350,000). AID 485281, 2010; further: potency means the concentration at half of the fitted maximal effect; on the % scale 0 is the no-effect control and ±100 the full control effect; nearly all actives have a fitted effect of over 20% in size
#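 10 uM apoferritin + 50% sat. 1-AMA, PBS; cpd 10 min RT; Ex380/Em535 endpoint; normalized to free probe vs complex; 4-param Hill fit; propofol titration as pos. ctrl.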
# ERG-DNA inh: qHTS for Small Molecule Inhibitors of the ERG Ets/DNA interaction. actives 0.028% (n = 370,000). Potency, µM (series often up to 76.9 µM), for the others: at the top dose FP activity, negative = inhibition, actives largely listed as inhibitors. Transcriptional regulator ERG (Homo sapiens), P11308. fluorescence polarization, His-ERG Ets domain / labelled DNA; active means well fitted inhibition curve with a large enough effect in the polarisation, with a control signal flat; inconclusive means small, poorly fitted or top-dose-only effect, or effect the other way, or a change in a side signal; inactive means no such curve, though single readings can be large or run the other way; the % refers to the polarisation;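 further: polarization taken with two DNA probes labelled with fluorescein and Texas red; potency means the concentration at half of the fitted maximal effect; % of control where 0% means no effect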
#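 His-tagged ERG Ets domain (1 uM in the protein solution; 300mM KCl, 50mM Tris-HCl, 1mM EDTA, 1mM DTT, pH 7.5) received compound, then a probe mix of 5 nM fluorescein-DNA and 100nM Texas-615-DNA. Fluorescence polarization was read for both dyes.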
# 12-LOX inh: Primary qHTS assay for inhibitors of human arachidonate 12S-lipoxygenase (ALOX12): Round 2; Polyunsaturated fatty acid lipoxygenase ALOX12 (Homo sapiens), P18054; purified 12hLO, xylenol orange hydroperoxide absorbance; Potency, µM (highest dose often 108 µM), without a hit: at the top dose activity change, negative = inhibition, actives largely listed as inhibitors; actives 1.1% (n = 580,000); AID 1671190, 2021; further: potency means the concentration at half of the fitted maximal effect; on the % scale 0 is the no-effect control and ±100 the full control effect
#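 Purified human 12hLO at 150 nM in 25 mM Hepes, 0.01% Triton X-100, pH 7.0, preincubated 15 min at room temperature with compound. Reaction started with 40 uM arachidonic acid, 30 min at room temperature. Hydroperoxide measured by Fe-xylenol orange, 573/405 nm absorbance ratio.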
# APE1 inh: qHTS Assay for Inhibitors of the Human Apurinic/apyrimidinic Endonuclease 1 (APE1) | DNA repair nuclease/redox regulator APEX1 (Homo sapiens), P27695 | recombinant APE1, TAMRA/BHQ-2 abasic DNA cleavage fluorescence | Potency, µM (titrated, usually from 65.8 µM), inactives show top-dose activity change, negative = inhibition, actives largely listed as inhibitors | actives 0.35% (n = 350,000);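 further: potency means the concentration at half of the fitted maximal effect; plate controls were vehicle for no effect and reference inhibitor for full effect; nearly all actives have a fitted effect of over 55% in size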
# Target sequence (P27695 whole entry, looked up): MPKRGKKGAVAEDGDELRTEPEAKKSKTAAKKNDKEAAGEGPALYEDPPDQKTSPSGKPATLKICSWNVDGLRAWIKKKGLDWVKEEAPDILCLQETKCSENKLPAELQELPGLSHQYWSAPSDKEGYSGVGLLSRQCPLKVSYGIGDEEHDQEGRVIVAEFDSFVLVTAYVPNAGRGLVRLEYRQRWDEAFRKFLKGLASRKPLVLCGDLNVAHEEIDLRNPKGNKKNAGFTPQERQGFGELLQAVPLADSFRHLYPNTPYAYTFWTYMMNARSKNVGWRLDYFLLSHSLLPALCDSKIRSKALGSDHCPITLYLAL
#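 Quantitative HTS: incision of a TAMRA/BHQ-2 double-stranded substrate bearing a tetrahydrofuran abasic site by 0.75 nM APE1 raises fluorescence. Substrate 50 nM final, added after 15 min compound preincubation at room temperature; progress as third-minus-first kinetic read difference.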
# Pol eta inh: qHTS for Inhibitors of Polymerase Eta; DNA polymerase eta (Homo sapiens), Q9Y253; recombinant Pol eta, fluorescent DNA replication assay; Potency, µM (doses to about 114 µM), for inactives: at the top dose activity change, negative = inhibition, actives largely listed as inhibitors; actives 1.2% (n = 390,000); AID 588591, 2011; further: potency means the concentration at half of the fitted maximal effect; on the % scale 0 is the no-effect control and ±100 the full control effect
# Target sequence (Q9Y253 whole entry, looked up): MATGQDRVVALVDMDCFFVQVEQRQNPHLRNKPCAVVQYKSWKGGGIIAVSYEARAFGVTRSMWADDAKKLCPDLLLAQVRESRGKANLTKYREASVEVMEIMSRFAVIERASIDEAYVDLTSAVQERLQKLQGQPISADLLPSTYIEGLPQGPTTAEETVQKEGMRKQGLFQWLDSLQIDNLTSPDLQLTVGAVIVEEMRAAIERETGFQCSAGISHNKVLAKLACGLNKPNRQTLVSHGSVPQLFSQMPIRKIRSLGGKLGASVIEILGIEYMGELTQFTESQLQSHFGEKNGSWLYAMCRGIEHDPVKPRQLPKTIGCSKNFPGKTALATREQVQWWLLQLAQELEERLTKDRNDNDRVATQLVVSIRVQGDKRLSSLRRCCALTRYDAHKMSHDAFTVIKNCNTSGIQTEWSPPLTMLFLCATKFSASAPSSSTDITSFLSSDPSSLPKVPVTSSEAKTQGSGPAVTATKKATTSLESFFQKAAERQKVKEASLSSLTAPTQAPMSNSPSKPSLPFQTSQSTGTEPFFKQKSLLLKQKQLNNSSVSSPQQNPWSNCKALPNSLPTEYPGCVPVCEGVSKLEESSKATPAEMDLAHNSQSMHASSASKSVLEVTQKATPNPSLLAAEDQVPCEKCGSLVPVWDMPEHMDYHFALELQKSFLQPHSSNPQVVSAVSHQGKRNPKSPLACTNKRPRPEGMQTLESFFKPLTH
#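 Pol eta (10 nM) was preincubated with compounds for 15 min at room temperature, after which fluorescent replication substrate (50 nM final) was added to start the reaction. Fluorescence was read kinetically at 0 and 10 min.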
# POLB inh: qHTS Assay for Inhibitors of DNA Polymerase Beta; Potency, µM (top dose mostly 114 µM), inactives show at the highest dose activity change, negative = inhibition, most hits filed as inhibitors; AID 485314, 2010; actives 1.3% (n = 340,000); Pol beta primer extension/strand displacement, fluorescence kinetic; P06746; further: potency means the concentration at half of the fitted maximal effect; on the % scale 0 is the no-effect control and ±100 the full control effect
#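 Homogeneous kinetic assay of primer extension and strand displacement by 10 nM Pol beta, preincubated 15 min at room temperature with compound before 50 nM substrate (final) was added. Read at 0 and 10 min; four-parameter Hill fit.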
# RGS4 inh: Inhibitors of Regulator of G Protein Signaling (RGS) 4: qHTS; Transcreener GDP fluorescence polarization, RGS4-accelerated GTP hydrolysis; AID 504845, 2011; actives 0.039% (n = 390,000); Potency, µM (series often up to 114 µM), inactives show top-dose activity change, negative = inhibition, usual class: inhibitors; Regulator of G-protein signaling 4 (Homo sapiens), P49798; further: potency means the concentration at half of the fitted maximal effect; on the % scale 0 is the no-effect control and ±100 the full control effect; nearly all actives have a fitted effect of over 75% in size; some results filed as inactive show a strong effect at the top dose
#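 MLSMR compounds (23 nl, pin-transferred) preincubated 10 min at room temperature with a 500nM (2x) first reagent, then RGS4 at 900nM (2x) plus Transcreener GDP mix added; fluorescence polarization (620/688 nm) read before and after 90 min at 30 °C.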
# An asterisk follows results filed as active; i = inactive; ? = inconclusive; . = no result given; & = joins results of further samples; [ ] = dose if it differs, or a comment. Unless noted, the call rests on the fitted dose curve; in most records, active means well fitted curve in the direction sought with a large enough effect; inconclusive means small, poorly fitted or top-dose-only effect, or another doubt; inactive means no such curve, though single readings can be large; an effect the other way counts as inactive or inconclusive.
SMILES,Pol kappa inh,LDHA block,Anesthetic bind,ERG-DNA inh,12-LOX inh,APE1 inh,Pol eta inh,POLB inh,RGS4 inh
CC(C)CN(C(=O)COC(=O)c1ccc2ccccc2c1)c1c(N)n(Cc2ccccc2)c(=O)[nH]c1=O,-3%,-12,.,1%,-28%,9%,-17%,.,-10%
CC(C)C(=O)N[C@@H]1c2ccccc2CC[C@@H]1OCc1ccccc1,10%,-3,.,-19%,12%,-24%,-8%,.,-14%
CCc1ccc(OCC(=O)OCC(=O)NCCNC(=O)COC(=O)COc2ccc(CC)cc2)cc1,-12%,-3,-6%,9%,.,-2%,-4%,58%,7%
CCN(C(=O)c1cc2c(=O)oc3ccc(C)cc3c2s1)c1ccccc1F,2%,-2,-20%,4%,?,.,-16%,19%,-13%
COc1cccc(N2C(=O)CN(Cc3cc(OC)c(OC)c(OC)c3)C2=S)c1,6%,1,1%,-4%,0%,31%,-18%,-3%,-22%[56.9 µM]
Clc1ccc2nc(-c3ccncc3)cc(-c3ccccc3)c2c1,4%,-4,-16%,-11%,9%,4%,-12%,4%,-10%
CN(C)CCCn1c(=O)n(Cc2ccco2)c(=O)c2c3c(sc21)CCCCC3,3%,-3,-7%,9%,8%,0%,-8%,1%,-26%
Cc1ccc(N(CCO)C(=S)Nc2ccccc2)cc1,-2%,-1,-10%,-2%,-1%,25%,-19%,4%,-21%
Cc1cccc(Sc2c([N+](=O)[O-])ncn2C)c1,-23%,-6,-24%,3%,0%,-1%,7%,-1%,-42%
Nc1cc2c(cc1Cl)N(Cc1ccccc1)C(=O)CO2,-5%,6,.,-10%,-11%,25%,-12%,.,27%
Cc1nc(N2CCN(Cc3ccccc3)CC2)nc2c1C(=O)CC(C)C2 (centres undefined),-32%,3,-21%,3%,0%,-1%,-9%,-12%,-14%
O=C(CC(c1ccccc1)c1ccccc1)Nc1nn[nH]n1,-6%,-2,-2%,16%,-13%,-3%,-19%,6%,2%
Cc1ccc(S(=O)(=O)N2C[C@@H]3[C@H]4CC[C@H](C4)[C@@H]3[C@@H](C)[C@@H]2c2ccn(Cc3ccccc3)c2)cc1,-8%,-8,.,-12%,-11%,-10%,-8%,.,10%
Cc1cc(C)cc(N(C(C)C(=O)N2CCCCC2)S(C)(=O)=O)c1 (centres undefined),-11%,-3,-13%,2%,364%[activator],18%,8%,36%,-14%
C=CCOc1ccc(/C=C/C(=O)OCC(=O)NC(C)c2ccc(F)cc2)cc1 (centres undefined),-15%,-4,.,-7%,5%,-7%,-5%,.,4%
O=C(Nc1ccc2c(c1)OCO2)C1CC(c2c(F)cccc2Cl)=NO1 (centres undefined),-3%,-7,?,.,3%,13%,8%,0%,-25%
CC(C)(C)NC(=O)CN(C(=O)c1ccc(Cl)nc1)c1cccc2ccccc12,7%,5,-12%,-2%,6%,6%,-12%,1%,1%
CC(C)(C)NC(=S)NC1CC1,7%,-7,-8%,-11%,0%,-1%,-9%,14%,13%
CCOC(=O)c1cnc(-n2nc(C)cc2C)nc1Nc1ccc(C)cc1,-14%,-4,6%,5%,-1%,?,-20%,-2%,-21%
CCOc1ccc(NC(=O)Cn2nc(Cc3ccncc3)c3ccccc3c2=O)cc1,-21%,-7,5%,1%,-22%,.,-3%,-4%,-4%
CC1CCCCN1C(=S)Nc1ccc(OC(F)F)cc1 (centres undefined),-8%,-4,2%,4%,-16%,-3%,-10%,3%,-28%
Nc1cccc2cc(S(=O)(=O)O)ccc12,10µM*,34,.,-14%,-16%,.,4µM*,.,-49%
CN1CCN(NC(=S)Nc2ccc(OC(F)F)cc2)CC1,0%,-2,1%,-3%,-2%,1%,-18%,8%,-53%
COc1ccc(CCN2CC(C(=O)Nc3ccc(S(C)(=O)=O)cc3)CC2=O)cc1OC (centres undefined),-6%,-11,.,5%,-21%,15%,-15%,.,-3%
CCCCOC(=O)Cn1c(=N)n(CCN2CCOCC2)c2ccccc21,-3%,0,.,2%,0%,.,-21%,.,-39%
Cc1cc(C)nc(NS(=O)(=O)c2ccc(NC(=O)CCCN3C(=O)c4ccccc4C3=O)cc2)n1,0%,-5,-11%,.,-7%,3%,-4%,33%,0%
Nn1c(SCc2nc3ccccc3[nH]2)nnc1C1CCCCC1,0%,-1,?,-4%,4%,1%,2%,-21%,-17%
CCCSc1nc2c(cnn2-c2ccccc2)c(=O)[nH]1,8%,-2,15%,5%,?,-1%,-4%,1%,6%
COc1cc(/C=N/Nc2cccc(C)c2)ccc1OC(=O)c1ccco1,-7%,-5,0%,-2%,?,0%,-8%,9%,-2%
O=C(O)c1c2ccccc2cc2ccccc12,-5%[60.1 µM],.,0%,.,0%,3%&-2%,.,.,i

# Entries of single compounds, quoted from the list. Order of values: Pol kappa inh	LDHA block	Anesthetic bind	ERG-DNA inh	12-LOX inh	APE1 inh	Pol eta inh	POLB inh	RGS4 inh
# CC(C)(C)NC(=S)NC1CC1 is listed with 7%	-7	-8%	-11%	0%	-1%	-9%	14%	13%
# Nn1c(SCc2nc3ccccc3[nH]2)nnc1C1CCCCC1 is listed with 0%	-1	?	-4%	4%	1%	2%	-21%	-17%
# CCCCOC(=O)Cn1c(=N)n(CCN2CCOCC2)c2ccccc21 is listed with -3%	0	.	2%	0%	.	-21%	.	-39%

# Pol kappa inh, hit marks shown above
molecule | Pol kappa inh | LDHA block | ERG-DNA inh | 12-LOX inh | APE1 inh | Pol eta inh | POLB inh | RGS4 inh
Nc1cccc2cc(S(=O)(=O)O)ccc12 | 10µM* | 34 | -14% | -16% | . | 4µM* | . | -49%

# Continued:
SMILES,Pol kappa inh,LDHA block,Anesthetic bind,ERG-DNA inh,12-LOX inh,APE1 inh,Pol eta inh,POLB inh,RGS4 inh
O=[N+]([O-])c1cc(-c2nc(-c3ccncc3)no2)ccc1Cl,-13%,3,-14%,2%,-12%,3%,-10%,7%,-9%
CCOC(=O)c1ccc(NC(=O)CSc2nc(-c3cccs3)cc(C(F)(F)F)c2C#N)cc1,12%&-3%,-2&-1,28%,1%,-5%,.,-11%,-23%,4%
CCCCNC(=O)CC1N=C2c3ccccc3N=C(SCC(=O)Nc3ccccc3C)N2C1=O (centres undefined),-12%,0,-13%,0%,-25%,4%,7%,-5%,-7%
CN(Cc1nc2ccccc2n1C)S(=O)(=O)c1ccc(Cl)cc1,0%,-1,-1%,1%,0%,6%,-18%,-6%,-74%[11.4 µM]
COc1ccc(OC)c(-c2csc(NC(=O)C3COc4ccccc4O3)n2)c1 (centres undefined),-3%,-5,-2%,2%,-44%,-6%,-10%,11%,11%
COc1ccc2[nH]c(C(=O)NCCCn3ccnc3)cc2c1,0%,11,1%,10%,.,16%,-6%,-9%,-9%
OC(CN1CCC(Cc2ccccc2)CC1)c1ccccc1 (centres undefined),19%,-1,-4%,10%,0%,50%[activator],-2%,2%,-4%
CC(=O)NC(CC(=O)OCC(=O)Nc1cc(S(=O)(=O)N2CCCCC2)ccc1C)c1ccccc1 (centres undefined),-5%,-12,.,-9%[15.4 µM],?,5%,-15%,.,0%
Cc1cccc(OC(=O)c2cccnc2)c1C,6%,0,?,9%,?,19%,1%,7%,16%
Cc1ccnc(NS(=O)(=O)c2ccc(N3C(=O)c4ccccc4C3=O)cc2)n1,-3%,4,-5%,23%,9%,13%,-16%,28%,-33%
CCOC(=O)CN(C(=O)COC(=O)C1(c2ccccc2)CC1)c1ccc(F)cc1,-2%,2,.,-4%,15%,9%,-17%,.,-10%
CC(=O)c1sc(Nc2nc3cc4c(cc3s2)OCO4)nc1C,-6%,-6,-6%,11%,0%,-5%,-1%,?,-32%
CCN1CCN(CCNC(=O)CCCn2nc(C)c3c(C)n(-c4ccc(C)cc4)nc3c2=O)CC1,-1%,0,0%,8%,8%,54%[activator],-9%,-1%,-9%
CCCCN(CC)C(=O)CN1C(=O)c2ccccc2C1=O,-9%,-4,-18%,-4%,-3%,-3%,-10%,10%,-14%

# Single entries from the results shown.
# Under Anesthetic bind, `CN(Cc1nc2ccccc2n1C)S(=O)(=O)c1ccc(Cl)cc1` has the entry -1%
# Under Pol kappa inh, `CCCCN(CC)C(=O)CN1C(=O)c2ccccc2C1=O` has the entry -9%

# Source: PubChem

# Not all compounds are listed. The share of hits here may be higher or lower than overall.
